# hcGAS lum: inhibitors of human cGAS; AID 1259398; Q8N884; 290,000 compounds, 0.081% hits; recombinant h-cGAS, ATP depletion, Kinase-Glo luminescence; inhibition, % at 12.5 µM;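 note: 0% = vehicle reaction and 100% = reaction without DNA for no activity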
# Target sequence (Q8N884 whole entry, looked up): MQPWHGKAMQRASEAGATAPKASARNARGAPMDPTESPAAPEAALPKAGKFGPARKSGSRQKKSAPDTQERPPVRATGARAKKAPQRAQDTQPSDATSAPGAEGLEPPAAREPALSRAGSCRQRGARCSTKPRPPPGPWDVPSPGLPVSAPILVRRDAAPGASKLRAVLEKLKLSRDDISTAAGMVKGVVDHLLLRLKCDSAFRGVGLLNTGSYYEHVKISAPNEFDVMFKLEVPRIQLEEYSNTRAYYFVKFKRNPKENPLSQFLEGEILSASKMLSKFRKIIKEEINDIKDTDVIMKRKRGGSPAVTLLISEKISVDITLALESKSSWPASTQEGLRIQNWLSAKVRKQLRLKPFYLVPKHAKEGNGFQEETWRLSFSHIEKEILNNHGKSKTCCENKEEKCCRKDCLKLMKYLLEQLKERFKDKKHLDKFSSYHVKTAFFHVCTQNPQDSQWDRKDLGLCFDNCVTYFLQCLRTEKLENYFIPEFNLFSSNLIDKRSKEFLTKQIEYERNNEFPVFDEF
# NPYLR7 ag: activates Aedes aegypti NPYLR7 receptor; HEK293T NPYLR7/Galpha15, GCaMP6s calcium fluorescence; activation, % at 10 µM; 270,000 compounds, 0.15% hits; in the data active = activation above about 40%;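 note: 0% = vehicle and 100% = reference agonist at the receptor; some compounds past the cut are filed as inactive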
# mcGAS lum: mouse cGAS inhibition by luminescence; Q8C6L5; recombinant cGAS, Kinase-Glo ATP depletion luminescence; inhibition, % at 12.5 µM; 160,000 compounds, 0.15% hits;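 note: 0% = negative control wells and 100% = reference inhibitor with no enzyme activity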
# * = called active by the depositor; · = not tested or not shown; & = joins results of further samples. Cut-off read from the data, not from the text of the source, unless noted: active = inhibition above about 40%; inactive = the rest.
mol | mcGAS lum | NPYLR7 ag | hcGAS lum
CC(C)C(=O)Nc1nc2nc(-c3ccccc3)cc(=O)n2[nH]1 | -4 | -2 | 6
COCCN1CCC(Cn2cnc(-c3ccccc3)c2-c2cc(C)[nH]n2)C1 (centres undefined) | -10 | -7 | -4
CCOC(=O)C1CCCN(C(=O)c2csc(CSc3nnc(-c4cccnc4)n3-c3ccccc3F)n2)C1 (centres undefined) | 1 | -1 | -2
CC(=O)OCCOc1nc(N(C)C)nc(N(C)C)n1 | -3 | 3 | -4
COCC(C)NCCC(=O)Nc1cc(F)ccc1F (centres undefined) | -9 | 4 | -6
CC(=O)N1N=C(c2ccc(F)cc2)CC1c1cccc(F)c1 (centres undefined) | -1 | 2 | 3
CN(C)c1ccc(C(=O)N2CCCC(CNC(=O)c3cccc4ccccc34)C2)cc1 (centres undefined) | -10 | 0 | -8
CN(CC(=O)Nc1ccccc1Cl)CC(=O)N1CCCc2cccc(F)c21 | · | 0 | -3
CC[C@H]1CN(C(=O)C(C)(C)C)CC[C@H]1CC(=O)N(CC)C(=O)NCCCN(C)C | -7 | -12 | -5
CNC(=O)NC(=O)CSc1nc2ccccc2c(=O)n1CC(=O)OC | · | -5 | -3
Cc1ccc(-c2nc(C)cc(N3CCN(S(=O)(=O)c4ccc5ccccc5c4)CC3)n2)cc1 | 0 | -8 | 0
CCCc1[nH]n(-c2ccc(C)cc2C)c(=O)c1C1=C(N(CC)CC)C(=O)N(c2ccccc2F)C1=O | -3 | 4 | -3
O=c1[nH]c(N2CCC(OCC3CCCCO3)CC2)nc2ccccc12 (centres undefined) | · | 3 | -13
O=C(CSc1nnnn1C1CCCC1)N1CCC2CCCCC2C1 (centres undefined) | · | 6 | -12
COc1ccc2nc(SCc3cc(=O)oc4cc5c(cc34)CCC5)[nH]c2c1 | · | 0 | -4

mol | mcGAS lum | NPYLR7 ag | hcGAS lum
c1ccc(C2CCCN2Cc2nc(-c3cccs3)no2)nc1 (centres undefined) | -7&-2 | 0&-2 | -1&-3
COc1cccc(CC(=O)Nc2ccc(F)cc2Cl)c1 | -2 | 1 | -1
COc1cccc(C=CC(=O)NCCN2C(=O)SC(=Cc3ccccc3)C2=O)c1OC(F)F | -5 | -3 | -6
CCCC(CCC)C(=O)NCCn1ncc2c(N3CCCCC3)nc(SC)nc21 | -7 | · | -7
CCOC(=O)c1nn(-c2ccccc2)c(=O)c2c(NC(=O)Cc3cccc4ccccc34)scc12 | -4 | 2 | 1
CC(OS(=O)(=O)c1ccccc1)C(F)(F)[N+](=O)[O-] (centres undefined) | -5 | -7 | -1
Cc1nn(C(=O)c2ccc([N+](=O)[O-])cc2)c(C)c1Sc1ccccc1 | · | 1 | -8
CCCCCCCC(=O)Nc1ccc(N2CCc3ccccc3C2)c(C(=O)NCCN2CCOCC2)c1 | -6 | · | -12
CC1(C)CC(C(=O)NCc2cccnc2-n2ccnc2)CCO1 (centres undefined) | · | -1 | -4
COc1ccc2c(c1)-c1sc(C(=O)NCCC3=CCCCC3)cc1CC2 | -8 | 4 | -10
O=C(C1CC2(CCNCC2)CN1)N1CCN(Cc2ccccc2)CC1 (centres undefined) | · | 16 | 0
CC(=O)c1c(C)nc(C)nc1NC(=O)C(C)C | · | 1 | -4
CN1C(=O)C2(c3ccccc31)C1CCCC=C1C(C#N)C(=N)C2(C#N)C#N (centres undefined) | 1 | 19 | -9
Cc1nc(-c2ccc(Cl)cc2)nc(N2CCN(C(=O)/C=C/c3ccccc3)CC2)c1Cc1ccccc1 | -6 | -4 | -10
CC(=O)Nc1nc(COC(=O)c2[nH]c(C)c(C(=O)OC(C)C)c2C)cs1 | -8 | 46* | -4

mol | mcGAS lum | NPYLR7 ag | hcGAS lum
O=C(c1ccc[n+]([O-])c1)N1CCOC(CCc2ccccc2)C1 (centres undefined) | · | 6 | -8
Cc1ccc2nc(-c3ccccc3F)c(NCc3ccccc3)n2c1 | -9&-6 | -8&6 | -30&-11
O=C(Oc1cccc2cccnc12)c1ccc(Cl)c([N+](=O)[O-])c1 | -3 | -9 | -3
O=C(c1ccc(-n2cccn2)cc1)N1CCOC(Cc2ccccc2)C1 (centres undefined) | · | 14 | -7
Fc1ccccc1C1CC(c2ccc(Br)cc2)=NN1c1nc(-c2ccccc2)c2cc(Cl)ccc2n1 (centres undefined) | · | -8 | 0
Cc1nn(C(C)C)c(C)c1S(=O)(=O)Nc1cc(C(=O)O)ccc1F | · | 9 | -7
O=C1OC(c2cccc(Cl)c2Cl)=N/C1=C/C=C/c1ccccc1 | 3 | -5 | 4
COc1cccc(-c2nnc(SCc3nc(C(=O)N4CCN(c5ccccc5F)CC4)cs3)n2-c2ccccc2)c1 | -6 | 21 | -2
COCCN(CC(=O)N(Cc1ccc2c(c1)OCO2)Cc1cccs1)C(=O)c1cccc(C(F)(F)F)c1 | -4 | 20 | -8
CN(C)C(=O)c1ccc2c(c1)N(C)C(CC(=O)NCCc1cscn1)CO2 (centres undefined) | -14 | · | -7
O=C(Nc1ccccc1)N(Cc1ccccc1)C(=O)c1c2c(nc3ccccc13)CCNC2 | · | 1 | 6
COc1ccc(C)cc1NC(=O)c1c(C)c(N2CCOCC2)c(C)n1Cc1cccc(F)c1 | -8 | 21 | -2
CC(=O)Nc1cccc2c1N(C(=O)c1sc(-c3ccccc3)nc1C)CCC2 | · | 11 | -4
Cc1csc(Sc2nc(C)nc3[nH]ccc23)n1 | -13 | 0 | -4
CCNC(=O)NC(=O)C(C)OC(=O)C1CSC2(C)CCC(=O)N12 (centres undefined) | · | -1 | -2

mol | mcGAS lum | NPYLR7 ag | hcGAS lum
Cc1c(C(=O)NCc2ccc3c(c2)OCO3)sc(=O)n1Cc1ccc(S(C)(=O)=O)cc1 | · | 12 | -3
O=C(NCC1CCCO1)c1cc2n(n1)CCN(Cc1c(F)cccc1Cl)C2=O (centres undefined) | -4 | 17 | -3
Cc1cc(C)c(NC2=NS(=O)(=O)c3ccccc32)c(Cl)c1 | · | -3 | 1
COc1cccc(OC)c1OCc1nc(C(=O)NCc2ccccc2)cs1 | -1 | 0 | 2
Cc1ccc(CNC(=O)C(C)Sc2ccc(S(=O)(=O)N(C)C)cn2)cc1 (centres undefined) | -9 | 0 | -6
COc1cccc(N2C(=O)CSC2c2ccc(NC(=O)c3cccc(F)c3)cc2)c1 (centres undefined) | 2 | · | 0
CCC(=O)Nc1ccc(N(C)C)c(CN(C(=O)C(C)(C)C)C2CC2)c1 | -5 | -6 | -5
Cc1cc(C)nc(N=C(N)Nc2ccccc2O)n1 | · | -2 | -4
Cc1cc(C)cc(NC(=O)CSc2nc(N)c(NC(=O)c3ccc(Br)o3)c(=O)[nH]2)c1 | -7 | -2 | 2
CC1(C(=O)Nc2ccc3c(c2)OCO3)CCN1C(=O)Cc1ccc(-c2ccccc2)cc1 (centres undefined) | -2 | 5 | -2
Cc1ccsc1CNC(=O)Nc1ccnn1C1CCCC1 | · | 13 | -6
CC(C)CCCC1CN(C(=O)c2ccccc2-c2ncn[nH]2)CCO1 (centres undefined) | 3 | · | 1
N#Cc1cccc(S(=O)(=O)N2CCN(CC(OCc3c(F)cccc3F)c3ccc(Cl)cc3)CC2)c1 (centres undefined) | -7 | · | -4
COc1cccc(/C=C2/SC(=Nc3ccccc3Cl)NC2=O)c1OC | -4 | -7 | -1
COC[C@@H]1CN(Cc2cc(C)nn2C)C[C@H]1C(=O)N(C)C | -6 | · | -13

# As entered above:
# `CC(=O)c1c(C)nc(C)nc1NC(=O)C(C)C` – hcGAS lum = -4
# `O=C(C1CC2(CCNCC2)CN1)N1CCN(Cc2ccccc2)CC1` (centres undefined) – hcGAS lum = 0
# `O=C(Oc1cccc2cccnc12)c1ccc(Cl)c([N+](=O)[O-])c1` – hcGAS lum = -3

# Returning to the listing with the 2 entries that preceded the break.
mol | mcGAS lum | NPYLR7 ag | hcGAS lum
COc1cccc(/C=C2/SC(=Nc3ccccc3Cl)NC2=O)c1OC | -4 | -7 | -1
COC[C@@H]1CN(Cc2cc(C)nn2C)C[C@H]1C(=O)N(C)C | -6 | · | -13
O=S(=O)(Nc1ccc(-c2ccc3nncn3n2)cc1)c1cccs1 | -7 | -11 | -6
Cc1cc(C(=O)NCC2Cc3cc(F)ccc3O2)c(C)o1 (centres undefined) | -7 | 24 | -4
Cc1cnccc1N1CCCN(C(=O)CC2COCCN2)CC1 (centres undefined) | · | 3 | -3
O=C(COc1coc(CN2CCc3ccccc3C2)cc1=O)NCc1ccco1 | -7 | 2 | -5
CCc1cccc2c1N(C(=O)C(C)S(=O)(=O)C(C)C)CCC2 (centres undefined) | · | -1 | 1
CCOC(=O)C1=C(C)N=c2s/c(=C\c3ccccc3OC(C)=O)c(=O)n2C1c1ccc(OC)cc1 (centres undefined) | -1 | 13 | -2
Cc1cc(Br)ncc1NC(=O)c1cnn(-c2ccc(F)cc2)n1 | -15 | 1 | -4
CCNC(=O)c1ccccc1-c1ccc(F)c(CO)c1 | · | -1 | -3
CC(C)c1cc(C2CCN(Cc3cccn3-c3ccncc3)CC2)[nH]n1 | -10 | 9 | -3
CCOC(=O)c1cc(-c2ccc(N3CCN(C(=O)COCc4ccccc4)CC3)cc2)n(-c2ccc(OC)cc2)n1 | 4 | 4 | 7
CC(C)NC(=O)c1csc(COc2ccc(F)cc2)n1 | -9 | 5 | -14
CC(C)Nc1ncccc1C(=O)NCc1ccccn1 | -5 | -5 | -4
O=C(c1cn(CC2CCCO2)nn1)N1CCN(c2ccccc2)C(=O)C1 (centres undefined) | -10 | 1 | -9
COC(=O)c1ccc(CN2C(=O)c3cnc(-c4ccc(Cl)cc4)nc3C[C@H]2C)cc1 | · | 19 | -1
Cc1nc2ccccc2c(=O)n1-c1cccc(NC(=O)CC2CCCCC2)c1 | · | 7 | -2

mol | mcGAS lum | NPYLR7 ag | hcGAS lum
CCN1C(=S)NC(c2ccc(NC(=O)Nc3cccc(C#N)c3)cc2)C(C(=O)OCC(C)C)=C1C (centres undefined) | 1 | 0 | 0
CCOC(=O)C1C(=N)OC2=C(C(=O)CC(C)(C)C2)C1c1c(F)cccc1Cl (centres undefined) | -7 | 1 | -6
c1ccc2[nH]c(-c3ccc(Sc4nnnn4C4CCCC4)nc3)nc2c1 | · | 10 | -3
NC(=O)CSc1nc2c(c(=O)n1-c1ccc(OC(F)(F)F)cc1)SCC2 | -8 | -2 | -6
Cc1ccc(NC2CCCN(C(=O)C3CCCCC3)C2)cc1C (centres undefined) | · | -3 | -7
COc1ccccc1N1CCN(C(=O)c2cc(-c3ccccc3F)nc3cc(C(C)(C)C)nn23)CC1 | -1 | -5 | 1
COCCc1noc(CN2C[C@@H]3C4CCC(CC4)[C@@H]3C2)n1 | · | 3 | -1
Cc1csc(SCc2ccc(C(=O)N3C4CCC3CC(Oc3ccc(F)cc3F)C4)cc2)n1 (centres undefined) | -2 | 6 | 4
COc1ccc(CN2C(=O)CC(C(=O)Nc3cccc(C)c3)SC2=Nc2ccc(F)cc2)cc1 (centres undefined) | · | 11 | -5
CC(=O)NC(C)(C)c1noc(CC2CCc3ccccc32)n1 (centres undefined) | -16 | 1 | -13
O=C(C1=C(O)C(=O)N(c2nncs2)C1c1cccs1)c1cccs1 (centres undefined) | · | 28 | -3
CCn1cc(C(CC(=O)NCCCOC)c2cc(OC)cc(OC)c2)c2ccccc21 (centres undefined) | -3 | 8 | 0
COc1nc(-c2ccco2)n(-c2cccc(NC(=O)c3ccc(C)cc3)c2)n1 | -4 | 31 | -10
Clc1cc2c(c(CN3CCOC(c4ccccc4)C3)c1)OCOC2 (centres undefined) | · | 10 | -4
COc1ccc(C2=NN(S(C)(=O)=O)C(c3cccc(OC)c3OC)C2)cc1 (centres undefined) | · | -4 | -6

mol | mcGAS lum | NPYLR7 ag | hcGAS lum
CS(=O)(=O)c1ccc(F)cc1 | · | 18 | -10
NC(=O)C1CCN(C(=O)C2c3ccccc3C(=O)N(c3ccccc3)C23CCCC3)CC1 (centres undefined) | · | 1 | -4
Cc1c(Br)cnn1CC(=O)N1N=CCC1(O)C(F)(F)F (centres undefined) | · | 0 | -5
CCOC(=O)C1(C)CCN1C(=O)c1cccs1 (centres undefined) | -5 | 3 | -13
O=C(Nc1cccc(-c2nc3ccccc3o2)c1)C1CC1 | -3 | 7 | -5
CC(=O)N(CN1C(=O)c2ccccc2C1=O)c1ccc2ccccc2c1 | -6 | -3 | -4
COCc1cc(NCc2cccnc2Oc2ccc(C)nc2)ncn1 | · | 0 | -1
O=C(CSc1nnc2ccc(-c3cccnc3)nn12)Nc1nc2ccccc2s1 | -4 | -15 | -4
COc1cc2cc(C(=O)N3CCC(C(N)=O)(N4CCCCC4)CC3)[nH]c2cc1OC | · | -14 | 3
CC(C)c1nc(CNCC2CCN(CCO)CC2)no1 | · | 12 | -6
CCCC(NC(=O)C(C)Sc1nncn1C1CC1)c1ccccc1 (centres undefined) | -13 | 0 | -3
COCc1n[nH]c(C)c1Br | -7 | 1 | -5
Cn1c(Cn2c(-c3cccnc3)noc2=O)cc(=O)n(C)c1=O | 3 | 14 | 1
O=C1CCCc2cc(C(=O)Cn3nc(-c4ccc(F)cc4)oc3=O)ccc2N1 | · | 8 | -4
Cc1csc(SCc2cc(=O)c(OC(=O)c3c(F)cccc3F)co2)n1 | -2 | 20 | -6
OCC1(CCc2ccccc2)CCCNC1 (centres undefined) | -18 | 5 | -5
CC1CN(CCNC(=O)NCCNc2cnccn2)CC(C)O1 (centres undefined) | · | -1 | 6

# Whole records, looked up by structure. Order of screens: mcGAS lum	NPYLR7 ag	hcGAS lum
# Shown for CCOC(=O)c1cc(-c2ccc(N3CCN(C(=O)COCc4ccccc4)CC3)cc2)n(-c2ccc(OC)cc2)n1 → 4	4	7
# Shown for Cc1cc(C)c(NC2=NS(=O)(=O)c3ccccc32)c(Cl)c1 → ·	-3	1
# Shown for CCOC(=O)C1C(=N)OC2=C(C(=O)CC(C)(C)C2)C1c1c(F)cccc1Cl (centres undefined) → -7	1	-6
# Shown for CC(=O)N1N=C(c2ccc(F)cc2)CC1c1cccc(F)c1 (centres undefined) → -1	2	3
# Shown for COc1nc(-c2ccco2)n(-c2cccc(NC(=O)c3ccc(C)cc3)c2)n1 → -4	31	-10
